Source: PubChem
GDH-TPI counter – inhibits GDH-TPI coupling enzymes, artifact for Mtb FBA screen. 360,000 tested, 1.2% active. inhibition, % at 4.8 µM. GDH-TPI coupled enzyme counterscreen, NADH absorbance; in the data active = inhibition above about 30%;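 note: 0% = DMSO wells and 100% = wells lacking the enzyme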
BH1578 lux ind – inducers of Vibrio cholerae quorum light production without autoinducers | V. cholerae BH1578 lux reporter, luminescence, 6 h | activation, % at 18.7 µM | 350,000 tested, 0.16% active; in the data active = activation mostly above about 9.7%, no sharp cut-off; note: not every result past the cut was called active; inactives centre near 0; reference of the scale not given here
Mtb UGM inh – Mtb UDP-galactopyranose mutase inhibition; P9WIQ1; purified UGM, fluorescence polarization probe displacement; inhibition, % at 10 µM; 320,000 tested, 0.06% active; AID 504406; in the data active = inhibition above about 10%, passing the limit was not always enough
Target sequence (P9WIQ1 whole entry, looked up): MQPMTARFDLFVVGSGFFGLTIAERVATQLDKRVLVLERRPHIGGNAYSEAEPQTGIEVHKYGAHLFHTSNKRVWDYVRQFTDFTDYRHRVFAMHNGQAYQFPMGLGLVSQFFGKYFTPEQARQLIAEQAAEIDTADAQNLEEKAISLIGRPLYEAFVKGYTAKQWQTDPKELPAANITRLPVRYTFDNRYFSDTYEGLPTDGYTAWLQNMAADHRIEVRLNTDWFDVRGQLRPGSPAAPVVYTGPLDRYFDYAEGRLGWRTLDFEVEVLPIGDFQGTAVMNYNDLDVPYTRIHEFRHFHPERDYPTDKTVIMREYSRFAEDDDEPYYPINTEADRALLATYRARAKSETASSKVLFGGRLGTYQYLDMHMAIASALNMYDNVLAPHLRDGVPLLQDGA
Mtb FBA inh – Mtb fructose-bisphosphate aldolase inhibition. P9WQA3. inhibition, % at 1 µM. purified M. tuberculosis FBA, fluorescence read-out. 360,000 tested, 2.3% active. AID 588726; in the data active = inhibition above about 27%;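 note: 0% = vehicle and 100% = reference inhibitor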
Target sequence (P9WQA3 whole entry, looked up): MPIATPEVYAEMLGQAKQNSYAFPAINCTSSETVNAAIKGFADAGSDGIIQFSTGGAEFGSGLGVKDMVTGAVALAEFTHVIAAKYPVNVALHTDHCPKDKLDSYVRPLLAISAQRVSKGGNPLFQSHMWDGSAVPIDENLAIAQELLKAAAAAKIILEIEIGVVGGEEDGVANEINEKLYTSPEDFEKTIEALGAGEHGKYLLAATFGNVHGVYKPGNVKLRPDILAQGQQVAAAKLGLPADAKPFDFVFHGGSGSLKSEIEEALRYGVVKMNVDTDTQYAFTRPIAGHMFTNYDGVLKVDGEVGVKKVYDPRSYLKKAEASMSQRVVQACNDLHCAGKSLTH
Yp Topo-I inh – inhibitors of Yersinia pestis topoisomerase I; AID 504884; Y. pestis Topo-I cleavage product accumulation, plate reader; activity, % at 10 µM; 360,000 tested, 0.064% active; in the data active = activity above about 50%, passing the limit was not always enough; note: inactives centre near 2
PfHsp40 yeast – restores yeast growth despite PfHsp40 toxicity; S. cerevisiae expressing PfHsp40, growth rescue, ATP luminescence; growth rescue, % at 12.5 µM; 340,000 tested, 0.68% active; in the data active = growth rescue above about 28%, passing the limit was not always enough;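 note: yeast W303a lacking pdr1 and pdr3 grown in galactose medium; growth measured after three days at 30 °C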
BioA inh – inhibitors of Mycobacterium tuberculosis BioA enzyme; purified M. tuberculosis BioA enzyme, plate reader; inhibition, % at 9.99 µM; 360,000 tested, 0.096% active; AID 602481; in the data active = inhibition above about 40%
TcdB inh – blocks C. difficile toxin B glycohydrolase activity; P18177; TcdB glycohydrolase enzymatic assay, plate reader; inhibition, % at 9.99 µM; 350,000 tested, 0.24% active; AID 652162; in the data active = inhibition above about 10%
FadD28 FP inh – inhibitors of Mycobacterium tuberculosis FadD28 bisubstrate binding. 360,000 tested, 0.22% active. FadD28 bisubstrate probe binding, fluorescence polarization. inhibition, % at 12.5 µM; in the data active = inhibition above about 8.5%, passing the limit was not always enough
* = called active by the depositor; i = inactive; . = not tested or not shown.

SMILES	GDH-TPI counter	BH1578 lux ind	Mtb UGM inh	Mtb FBA inh	Yp Topo-I inh	PfHsp40 yeast	BioA inh	TcdB inh	FadD28 FP inh
COc1ccc(C(=O)NCCS(=O)(=O)NC(C)c2ccccc2)cc1 (configuration not stated)	7.3	-1.3	0.9	6.3	-1.8	-0.7	0.8	-1.2	-0.3
O=S(=O)(Nc1ccc(N2CCOCC2)cc1)c1cc(Cl)ccc1Cl	1.5	-0.3	-3.6	-3.0	-7.7	-2.1	0.7	-50.4	-0.7
CCOC(=O)C1CCN(S(=O)(=O)CCNC(=O)c2cccc(OC)c2)CC1	0.7	0.7	1.1	-1.4	-9.0	0.0	-2.5	1.0	-3.7
CCN(CC)c1cc(NCCO)c([N+](=O)[O-])c2nonc12	20.2	-0.3	2.3	-13.2	1.3	-1.3	0.6	.	-0.8
O=C(COc1ccc(-c2nnco2)cc1)Nc1ccc(C(F)(F)F)cc1	2.9	-1.4	-1.2	-3.7	-9.2	4.9	.	-5.1	-5.2
CC(=O)c1ccc(N2CCN(c3ccc(S(=O)(=O)NCCCN(C)C)cc3[N+](=O)[O-])CC2)cc1	57.4*	-0.5	2.8	-4.3	-25.0	0.8	.	0.4	1.6
CC(C)OP(=O)(OC(C)C)C(Nc1ccc(C(=O)O)cc1)c1ccccc1 (configuration not stated)	1.3	3.6	-2.9	16.3	10.6	1.1	.	1.5	-0.5
COc1ccc(OC)c(NC(=O)Cn2cc(C=O)c3ccccc32)c1	1.8	-0.3	0.3	0.2	-11.4	-1.7	0.3	2.2	-2.1
Cc1c(C(=O)OC(C)C)[nH]c2c1C(=O)CCC2	17.5	-1.2	2.0	-0.8	8.0	-2.0	8.6	.	-0.5
Cc1ccc(S(=O)(=O)N2CCN(C(=O)C3Cc4ccccc4CN3C(=O)c3ccco3)CC2)cc1 (configuration not stated)	4.8	i	0.5	2.7	10.7	-2.1	-1.0	.	0.2
O=C(COc1ccc([N+](=O)[O-])cc1)Nc1ccc2c(c1)CCC2	25.5	i	-0.9	3.3	-4.2	1.0	-5.3	-4.2	-0.6
CCO[C@@H]1OC(C(=O)NCc2ccccc2)=C[C@H](C)[C@H]1CCCO	-1.7	-2.7	-0.4	-2.2	-4.1	0.5	-0.4	-1.1	-0.3
COc1cccc(NC(=O)COC(=O)COc2cccc3c2OC(C)(C)C3)c1	2.4	-4.5	0.9	0.6	13.4	-0.2	-1.1	2.4	-0.2
Cc1cc2cc(CCNS(C)(=O)=O)c(=O)[nH]c2cc1C	10.1	-0.5	-3.1	3.2	-0.4	-0.4	-2.2	.	-2.0
NC(=O)C1CCN(C(=O)C2CCC(=O)N(CC3CCCCC3)C2)CC1 (configuration not stated)	6.6	-0.3	2.3	-2.0	4.1	1.1	0.0	1.1	-1.5
COc1c2c(c(OC)c3ccccc13)[C@@]1(OC2)O[C@H](CCO)C[C@H](O)[C@H]1O	-1.0	0.7	.	9.3	-8.4	.	0.7	1.5	-2.6
C[C@]12c3[nH]c4ccccc4c3CCN1C(=O)C(CC(=O)NCCCn1ccnc1)C[C@@H]2C(=O)N1CCOCC1 (some centres not stated)	-10.4	-0.5	0.0	3.5	-3.5	-0.8	-1.2	1.3	-3.2
CCOCCCNC(=O)Cn1cnc2c(cnn2-c2ccc(OC)cc2)c1=O	4.1	-0.3	-0.9	0.2	-2.5	0.9	0.6	-0.3	1.2
CCC(=O)N(CCC1(c2ccccc2OC)CCOC(C(C)C)C1)Cc1ccco1 (configuration not stated)	8.8	0.2	-0.6	-0.4	25.9	1.2	2.1	-0.3	-4.3
Cc1cccc(/C=N/NC(=O)Cc2cccs2)c1	-11.5	0.2	1.5	0.9	1.0	0.4	-0.3	1.4	-2.4
CC1=CC2=NC(=O)CC(C)(C(=O)N(CC(=O)NC3CCCC3)c3ccccc3F)N2C=C1 (configuration not stated)	-8.3	-1.2	1.0	46.7*	6.3	-1.6	0.2	1.7	-4.7
O=C(COc1ccc2c3c(c(=O)oc2c1)CCCC3)N1CCN(c2ccc(F)cc2)CC1	5.6	i	0.9	3.8	36.7	2.7	2.2	0.2	-0.9
CCOc1ccc(N(C(=O)c2cnccn2)C(C(=O)NC2CCCCC2)c2ccc(O)cc2)cc1 (configuration not stated)	6.2	-2.0	0.0	0.4	-11.6	-0.2	-1.6	-1.0	1.0
O=c1[nH]c(=O)c2nnc(N/N=C/c3ccccc3F)nc2[nH]1	20.5	-0.1	-0.2	0.0	-7.7	-0.7	.	-0.2	-4.5
CCc1ccc(C(C)NC(=O)c2ccncc2)cc1 (configuration not stated)	-6.2	-1.0	0.9	0.2	6.0	1.4	0.4	0.4	-1.5
COc1ccc(C(=O)CSc2nnc(-c3ccco3)c(-c3ccco3)n2)cc1	7.8	2.0	.	-3.6	3.1	1.2	.	-0.2	0.5
O=c1c2nnn(Cc3ccccc3)c2ncn1C/C=C/c1ccccc1	5.3	-0.3	-3.2	5.1	4.4	0.1	-1.1	0.9	-0.5
O=C(Cc1c(F)cccc1Cl)Nc1ccc(S(=O)(=O)NCC2CCCO2)cc1 (configuration not stated)	-4.5	i	-1.6	2.1	-5.0	0.4	.	1.2	-0.2
COCCSc1nnc(NC(=O)CS(=O)(=O)c2ccc(C)cc2)s1	0.0	-0.5	0.5	-0.6	9.7	-1.6	0.3	-2.0	-0.1
Cc1nc(-c2ccc(S(=O)(=O)Nc3ccc(S(N)(=O)=O)cc3)cc2)co1	5.7	-1.3	0.1	2.2	-0.2	0.7	0.6	1.5	-2.1
Cc1cc(NC(=O)/C=C/c2cccc(Cl)c2)n(-c2nc3ccccc3[nH]2)n1	23.5	-0.2	.	-0.5	-1.4	-3.0	-2.3	.	-1.0
O=C(c1csc2c1CCCC2)N1CCCCC1	0.0	3.2	-0.2	-1.9	6.8	0.3	-3.8	.	-1.6
Cc1ccc(C(=O)NCC(=O)OCC(=O)c2ccc3c(c2)OCCO3)cc1C	7.5	i	1.2	-1.4	17.3	2.8	-1.4	.	-2.0
CCOC(=O)C1(CCOC)CCN(C(=O)c2ccccc2-c2cccc(C)c2)CC1	-3.5	-0.4	1.2	-2.8	4.9	0.6	2.7	1.2	-1.6
CCCn1nnc(NC(=O)COc2ccc(C3CCCCC3)cc2)n1	24.2	i	-0.1	2.1	7.8	1.8	-0.1	0.9	-0.8
CC(=O)c1ccc(N2CCN(C(=O)CCS(=O)(=O)c3ccc4c(c3)CCN4C(C)=O)CC2)cc1	17.1	0.3	-2.6	-3.8	-5.6	1.2	0.9	0.0	-4.0
Clc1ccc(-c2nnc(CNC3CC3)o2)cc1	3.9	-2.9	-0.9	1.6	-1.6	-0.7	.	1.9	0.2
N#CCC(=O)Nc1sc2c(c1C(N)=O)CCCC2	5.2	-0.2	0.1	3.9	-5.4	-0.3	-1.8	-3.0	-1.2
N#CC(C(=O)Nc1ccc(Cl)cc1)=C1Nc2ccccc2N1	21.1	i	0.3	0.8	-12.7	0.5	1.1	.	0.1
CC(C)(C)C1CCC(C(=O)Nc2ccccc2N2CCOCC2)CC1 (configuration not stated)	-3.8	1.1	-1.1	-1.5	24.0	1.9	1.2	0.4	-2.8
COCCn1nnnc1C(c1ccccc1)N1CCN(c2ccccc2)CC1 (configuration not stated)	-4.6	-0.7	-0.5	2.0	-1.3	0.8	0.0	.	-1.9
CNC(=O)CC(=O)Nc1ccccc1C(=O)O	4.1	0.3	0.0	1.9	0.4	2.3	0.6	.	-2.1
Cc1nn(CC(=O)c2ccc(Cl)s2)c(C)c1[N+](=O)[O-]	-3.7	3.0	-2.6	0.7	-0.3	-0.6	1.9	.	-4.5
CCn1c(SCC(=O)NC)nnc1C(C)C	-5.0	-1.7	-0.1	-0.2	-3.6	-0.5	2.0	.	-3.2
O=C(OCc1nc2ccccc2[nH]1)C12CC3CC(CC(C3)C1)C2	2.1	-0.8	1.2	2.1	2.5	4.1	-0.1	.	0.3
CCOc1ccc(C(=O)NC(=S)Nc2ccc(NC(=O)CC)cc2)cc1[N+](=O)[O-]	4.2	i	1.0	-4.5	5.0	-1.7	-1.7	.	-0.1
CCCC(=O)c1ccc(OCc2cn(CC(=O)c3ccc(O)cc3)nn2)cc1	30.2	-1.3	.	1.6	-5.4	-0.6	0.4	0.2	-2.1
O=C(NCc1cccs1)C12CC3CC(CC(C3)C1)C2	9.8	i	-3.0	0.6	10.8	0.6	.	-0.7	-2.5
O=C(NCC1COc2ccccc2O1)C1CCCN(S(=O)(=O)c2cccc3cccnc23)C1 (configuration not stated)	4.0	-0.3	3.7	3.7	-2.9	-1.0	-2.7	0.6	-1.9
O=C1C(=O)N(CNc2ccccn2)c2ccccc21	10.8	-7.1	1.7	2.3	4.2	-0.3	-0.7	.	-0.8
Continued.
SMILES	GDH-TPI counter	BH1578 lux ind	Mtb UGM inh	Mtb FBA inh	Yp Topo-I inh	PfHsp40 yeast	BioA inh	TcdB inh	FadD28 FP inh
Cc1ccc(OCCCC(=O)NNC(=O)c2ccncc2)cc1	8.0	i	0.4	6.9	-8.5	0.8	-2.3	-3.3	0.4
O=C1OC(Cc2ccccc2)(c2ccccc2)c2ccccc21 (configuration not stated)	3.1	-2.9	.	-2.5	20.1	.	.	-7.0	-4.6
O=C(CSCc1ccccc1)N/N=C/c1ccc(OCC(=O)N2CCCCC2)cc1	3.9	-1.4	-1.6	1.3	11.4	6.9	0.8	1.5	0.0
CC(=O)OC1COC(n2ccc3cc([N+](=O)[O-])ccc32)C(OC(C)=O)C1OC(C)=O (configuration not stated)	16.5	.	0.4	-3.9	-3.2	0.6	0.1	.	-1.6
CC(C)(C)c1ccc(-c2cnco2)cc1	17.1	i	-1.1	1.2	0.6	0.1	0.3	0.3	-1.5
Cc1[nH]n(-c2ccccc2)c(=O)c1N=Nc1cccc(S(=O)(=O)N2CCOCC2)c1	7.3	-0.6	-2.2	2.0	1.1	0.7	.	0.5	-2.1
COc1ccc2c(c1OC)C(=O)N(c1ncn[nH]1)C2	4.2	10.0	0.7	31.1*	6.7	-0.2	-1.6	.	0.1
COc1cccc(CNC(=O)CCS(=O)(=O)c2ccc3c(c2)CC(C)N3C(=O)C2CC2)c1 (configuration not stated)	5.2	i	0.5	-0.5	9.0	-0.9	-1.7	0.3	0.8
O=C(NC(Cc1ccccc1)c1nc2ccccc2[nH]1)c1cccc([N+](=O)[O-])c1 (configuration not stated)	24.1	-0.1	1.6	7.1	-2.2	0.3	.	1.4	-0.1
NC(=S)Nc1cccc2[nH]ccc12	-0.8	i	0.7	-1.2	-1.3	-0.2	.	1.3	-4.1
Cc1nc(SCC(=O)N2CCCc3ccccc32)c2oc3ccccc3c2n1	3.3	6.7	-0.1	-0.8	2.8	1.5	0.6	0.8	-0.4
COC(=O)c1sccc1NC(=S)N1CCN(c2cccc(C)c2C)CC1	3.0	-0.3	1.5	-0.3	-10.0	-1.5	.	.	-2.3
N#Cc1c(-c2cccs2)cc(-c2ccccn2)nc1N	13.1	i	-1.2	78.5*	-9.0	-0.8	-1.1	.	-2.1
Cc1ccc2cc(CN(c3ccccc3C)S(=O)(=O)c3ccccc3)c(=O)[nH]c2c1	3.5	3.1	1.2	0.4	7.9	-1.6	0.7	-0.1	-1.7
CCCCn1c(O)c(C(C)=NC(Cc2c[nH]c3ccccc23)C(=O)OC)c(=O)[nH]c1=O (configuration not stated)	-13.5	i	-0.5	1.6	11.5	0.3	3.9	.	-3.1
CC(C)CCn1c(SC(C)C(=O)NC2CC2)nc2ccccc2c1=O (configuration not stated)	1.1	i	2.5	-3.9	1.8	-0.8	-15.8	-1.0	-2.2
Cc1ccc(S(=O)(=O)N(C)CC(=O)OCC(=O)Nc2ccccc2)cc1	2.4	i	9.0	-1.8	0.2	0.9	-3.3	-0.2	1.0

Arranged by count of non-hydrogen atoms (rising): part of the list above.
SMILES	GDH-TPI counter	BH1578 lux ind	Mtb UGM inh	Mtb FBA inh	Yp Topo-I inh	PfHsp40 yeast	BioA inh	TcdB inh	FadD28 FP inh
CC(C)CCn1c(SC(C)C(=O)NC2CC2)nc2ccccc2c1=O (configuration not stated)	1.1	i	2.5	-3.9	1.8	-0.8	-15.8	-1.0	-2.2
COC(=O)c1sccc1NC(=S)N1CCN(c2cccc(C)c2C)CC1	3.0	-0.3	1.5	-0.3	-10.0	-1.5	.	.	-2.3
CCCCn1c(O)c(C(C)=NC(Cc2c[nH]c3ccccc23)C(=O)OC)c(=O)[nH]c1=O (configuration not stated)	-13.5	i	-0.5	1.6	11.5	0.3	3.9	.	-3.1
